# RAD52 inh = RAD52 (human) annealing inhibition | hit rate 0.46% among 360,000 | recombinant RAD52 DNA annealing, FRET fluorescence | inhibition, % at 18.7 µM;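 active = every replicate showing at least 50% inhibition; inconclusive = mean inhibition at least 50% but not in every replicate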
# S100A4 inh HTS = blocks human S100A4 binding to myosin IIA peptide; S100A4/TAMRA-MyoIIA peptide fluorescence polarization; inhibition, % at 10.7 µM; hit rate 0.14% among 360,000;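 active = mean inhibition of at least 70% across replicates, with every replicate also reaching that level; inconclusive = mean inhibition reaches 70% but some replicates fall short; inactive = mean inhibition below 70%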
# Target sequence (P26447 whole entry, looked up): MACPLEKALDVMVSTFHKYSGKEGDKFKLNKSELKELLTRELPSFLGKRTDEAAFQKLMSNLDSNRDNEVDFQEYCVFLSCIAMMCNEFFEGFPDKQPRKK
#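 Test system: S100A4 monomer protein; Medium: HEPES pH 7.2 with CaCl2, KCl, NaCl, DTT, Triton; Probe or stimulus: TAMRA-labelled myosin IIA heavy-chain peptide probe, 5 nM; Doses: one dose per compound; Times: polarization read 5 min after assay mix addition, stable 5–60 min; Benchmarks: neutral control DMSO, positive control TFP.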
# esBAF inh = inhibitors of esBAF chromatin remodeling in mouse ES cells. Bmi1-luciferase knock-in reporter, 24 h; 100% = twice the neutral-well signal. reporter increase, % at 12.5 µM. hit rate 2% among 350,000. AID 602393; in the data active = activation above about 40%; inconclusive = no clear call, values can overlap the other calls;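 also: 0% = median of the plate's neutral control wells and 100% = double that signal; a rise in the Bmi1 reporter signal indicates esBAF inhibition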
# FN deposition inh = fibronectin deposition inhibition; hit rate 0.086% among 350,000; inhibition, % at 12.6 µM; AID 743247; AH1F fibroblasts, Alexa488-fibronectin deposition fluorescence, overnight;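 active = mean inhibition across replicates of 30% or more, regardless of how many single replicates reach that level; inconclusive = mean under 30% yet at least half of replicates reach 30%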;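 also: positive control wells lacked labelled fibronectin entirely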
#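 test system = AH1F fibroblasts assembling fluorescent fibronectin matrix | quantity = 10000 AH1F cells per well | buffer or medium = DMEM plus 2% serum, read in PBS | doses = single dose, pinned | incubation = 1 h cell attachment, overnight exposure to compound and label | detection = fluorescence at 485 nm excitation, 525 nm emission | read-out basis = inhibition from reduced deposited-fibronectin fluorescence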
# RAD54 branch = inhibitors of human RAD54 branch migration | RAD54 Holliday junction branch migration, FAM/BHQ fluorescence | inhibition, % at 10.4 µM | hit rate 0.14% among 360,000 | AID 602329;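 active = mean normalized replicate activity at least 40 and at least half of replicates scoring 40 or more; inconclusive = only one of the two criteria met; inactive = mean below 40 and under half of replicates reaching 40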;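 also: 0% = median of neutral control wells and 100% = median of positive control wells; inhibitors cause a drop in the FAM fluorescence signal; in these data hits start at about 50%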
# Target sequence (Q92698 whole entry, looked up): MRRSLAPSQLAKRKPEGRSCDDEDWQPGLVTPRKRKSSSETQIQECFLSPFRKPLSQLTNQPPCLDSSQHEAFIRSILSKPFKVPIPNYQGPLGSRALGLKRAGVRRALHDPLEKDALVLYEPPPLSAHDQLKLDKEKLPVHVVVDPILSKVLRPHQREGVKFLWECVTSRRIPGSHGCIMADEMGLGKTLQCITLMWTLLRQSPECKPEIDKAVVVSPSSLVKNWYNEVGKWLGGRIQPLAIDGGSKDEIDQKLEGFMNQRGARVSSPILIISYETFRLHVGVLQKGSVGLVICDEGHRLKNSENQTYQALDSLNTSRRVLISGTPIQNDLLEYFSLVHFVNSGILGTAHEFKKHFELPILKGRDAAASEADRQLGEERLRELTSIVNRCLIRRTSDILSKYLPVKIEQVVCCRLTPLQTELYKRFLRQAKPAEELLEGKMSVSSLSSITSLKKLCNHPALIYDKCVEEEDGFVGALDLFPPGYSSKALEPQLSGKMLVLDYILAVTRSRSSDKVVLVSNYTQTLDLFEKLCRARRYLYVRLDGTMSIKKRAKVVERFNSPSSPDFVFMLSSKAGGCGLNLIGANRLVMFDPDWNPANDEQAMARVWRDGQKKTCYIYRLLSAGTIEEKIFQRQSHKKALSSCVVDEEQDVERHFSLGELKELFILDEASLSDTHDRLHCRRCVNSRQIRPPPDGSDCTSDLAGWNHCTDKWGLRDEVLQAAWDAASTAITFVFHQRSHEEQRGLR
# E-sel inducer = induces E-selectin expression in human endothelial cells; P16581; HUVEC E-selectin immunofluorescence imaging; normalized: neutral wells 0, TNF-alpha wells 100; activation, % at 7.58 µM; hit rate 0.37% among 260,000;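 active = mean E-selectin-positive cell signal at least 10% of the positive control, reached in at least 60% of replicates, without over 20% cell loss; inconclusive = no rule given, readout overlaps actives, possibly toxicity-flagged; inactive = the rest, including those meeting only one limit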;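 also: in these data hits start at about 27%; measured in HUVEC primary endothelial cells; signal is the percent of cells scored E-selectin positive by PE staining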
#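 Read-out basis: % PE-positive cells; Test system: HUVEC primary endothelial cells; Technique: immunofluorescence imaging; Dosing: single-point compound dose.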
# Xi reactivation = activators of X-chromosome reactivation in mouse fibroblasts | hit rate 0.055% among 360,000 | AID 743238 | activation, % at 7.58 µM | XiGFP mouse fibroblasts, % GFP-positive cells imaging, 3 d; cells co-treated with 5-aza-dC sensitizer; scaled so ellipticine positive control = 100%;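 active = mean normalized replicate activation at least 10% and every replicate at or above 10%; inconclusive = only one of the two criteria met; inactive = mean below 10% and not all replicates reach 10%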;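 also: 0% = median of on-plate neutral control wells and 100% = ellipticine 6 µM median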
#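 System: 68-5-11 XiGFP fibroblast line; Timing: 3 days compound exposure; Compound dosing: one concentration, pinned; Benchmarks: positive control ellipticine, 6 µM final; Buffer or medium: DMEM containing 5-aza-dC.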
# EWS-Fli block = blocks EWS/Fli oncoprotein-driven transcription; A673 NR0B1-luciferase reporter, viability-normalised; inhibition, % at 12.6 µM; hit rate 0.67% among 350,000;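 active = mean inhibition of at least 50% after viability correction, with every replicate also passing that limit; inconclusive = mean reaches 50% but only one of two replicates passes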;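 also: firefly luciferase signal divided by Alamar Blue viability fluorescence both relative to DMSO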
# An asterisk follows results filed as active; ? = inconclusive; · = not tested or not shown; & = joins results of further samples.
# Values run as follows: RAD52 inh	S100A4 inh HTS	esBAF inh	FN deposition inh	RAD54 branch	E-sel inducer	Xi reactivation	EWS-Fli block
- CN1C[C@H](C(=O)N[C@]2(C)O[C@@]3(O)[C@@H]4CCCN4C(=O)[C@H](Cc4ccccc4)N3C2=O)CC2c3cccc4[nH]cc(c34)C[C@H]21 (stereo partly specified)
 : -2&-55	-2&1	6&6	-1&-5	-8&2	0.7&2.5	0.1&0.2	10&-1
- C[C@@H]1CN([C@@H](C)CO)C(=O)c2cc(NC(=O)Cc3cn(C)c4ccccc34)ccc2O[C@@H]1CN(C)S(=O)(=O)c1ccccc1
 : -17	0	-4	·	1	·	0.0	-14
- CNC(=O)C(C)N1c2cccc3cccc(c23)S1(=O)=O (stereo unspecified)
 : -5	6	6	-3	3	·	0.0	-7
- O=c1[nH]n(CCO)c(=O)c2cccnc12
 : -15	-5	·	-5	·	·	0.0	1
- CC(=O)Nc1ccc(NC(=O)C2(C)Cc3c(-c4cccc(C(N)=O)c4)ccnc3O2)cc1 (stereo unspecified)
 : -4	7	0	-9	-13	0.0	0.8	5
- COc1ccc2c(C)nc(N/C(N)=N/S(=O)(=O)c3ccc(C)cc3)nc2c1
 : -13	-2	·	4	·	·	-0.1	-10
- O=C(NCCCNc1ccc([N+](=O)[O-])cc1)C(F)(F)F
 : -2	-12	-3	3	·	-1.2	1.8	-3
- CC(=O)OC1CCC2(C)C3CCC4(C)C(C(C)=O)CCC4C3CC3OC32C1 (stereo unspecified)
 : -16	4	-2	-9	4	0.6	0.1	1
- O=C(NCC1CC1)[C@@H]1[C@@H](CO)[C@@H]2Cn3c(ccc(-c4ccccc4F)c3=O)[C@H]1N2Cc1cccnc1
 : -3	17	2	·	10	-0.4	0.2	2
- C[C@@H]1CN([C@@H](C)CO)C(=O)c2cc(-c3cccc(F)c3)cnc2O[C@@H]1CN(C)Cc1ccncc1
 : -2	3	4	·	-7	·	·	0
- COc1cccc(-n2c(=O)c3sccc3n(CC(=O)NCC3CCCO3)c2=O)c1 (stereo unspecified)
 : -9	4	5	9	-3	0.1	0.3	5
- COCC(=O)N(C)C[C@H]1Oc2cc(-c3ccncc3)ccc2S(=O)(=O)N([C@@H](C)CO)C[C@H]1C
 : 6	11	0	-15	-3	0.1	0.0	4
- O=C(NCc1cccnc1)[C@@H]1CC=C[C@@H]2CCN(Cc3ccccc3)C(=O)[C@@H]21
 : -8	13	-8	2	-1	-0.4	0.0	-4
- CCC(C)N(C(=O)CSc1nc(-c2cccs2)nc2ccccc12)C1CCS(=O)(=O)C1 (stereo unspecified)
 : -7	1	8	4	-2	·	0.1	26
- O=C(C[C@H]1CC[C@H](NS(=O)(=O)c2ccc(F)cc2)[C@H](CO)O1)NCc1ccccc1F
 : -1	1	·	11	·	-0.4	-0.5	1
- O=C(O)CCn1cc(/C=C2\NC(=S)N(c3ccccc3)C2=O)c(-c2ccc(Br)cc2)n1
 : -27	-1	·	2	·	0.6	0.1	13
- O=C1CNC[C@H]2[C@H](c3ccc(C4=CCCCC4)cc3)[C@H](CO)N12
 : -4	17	·	2	·	0.0	0.0	29
- CC(C)n1c(SCC(=O)Nc2nncs2)nnc1C1CC1
 : -12	-1	·	-4	4	-0.1	0.0	3
- CCCCNC(=O)CN1C(=O)c2cccc(N)c2C1=O
 : -22	5	·	·	·	·	0.1	-7
- Cc1cccc(Nc2c([N+](=O)[O-])ccc3nonc23)c1C
 : -14	5	-5	-1	1	?	0.2	3
- N/C(=N\S(=O)(=O)c1cc(C(F)(F)F)cc(C(F)(F)F)c1)c1ccncc1
 : -7	-8	9	-1	-4	0.3	0.3	4
- C/C=C/c1cnc2c(c1)C(=O)N([C@@H](C)CO)C[C@@H](C)[C@@H](CN(C)S(=O)(=O)c1ccc(F)cc1)O2
 : 5	7	3	·	6	-0.3	-1.3	-3
- CCOC(=O)C1(CCOc2ccccc2)CCN(Cc2ccc(C(=O)OC)cc2)CC1
 : -15	-4	-15	-1	5	·	0.0	17
- CC(C)C[C@@H]1COCc2cn(nn2)CCCC(=O)N1
 : 0	-7	·	1	·	0.2	0.4	6
- Cc1c(NC(=S)NC(=O)CSc2ccc(Cl)cc2)cccc1C(=O)O
 : -8	6	10	10	-1	·	0.2	-1
- COC(=O)Nc1ccc(S(=O)(=O)N2CCCC(C(=O)O)C2)cc1 (stereo unspecified)
 : -4	0	·	13	·	0.9	0.1	4
- CCc1ccc(C2c3[nH]c4ccccc4c3CCN2C(=O)CN2CCN(CC)CC2)cc1 (stereo unspecified)
 : 37	3	·	5	·	·	0.1	22
- C/C(CC1(O)C(=O)Nc2ccccc21)=N\O (stereo unspecified)
 : -1	-2	-2	·	14	·	·	·
- Cc1ccc(S(=O)(=O)N2C[C@H]3[C@H]4C(=O)N(Cc5ccccc5)C(=O)[C@H]4CC(=O)[C@H]3[C@@H]2c2ccccc2)cc1
 : -21	-4	1	5	6	-0.2	-0.1	6
- C[C@@H]1CN([C@H](C)CO)C(=O)c2cc(NC(=O)C3CCCCC3)ccc2O[C@@H](C)CCCCO[C@H]1CN(C)C(=O)Nc1cccc2ccccc12
 : 18	1	7	·	-1	0.4	-0.6	0
- O=C(C=Cc1ccccc1)c1ccc([N+](=O)[O-])cc1
 : -10	5	5	-13	3	-0.1	0.3	0
- Cc1ccc2c(c1)[C@H]1[C@H](CO2)[C@H](c2ccccc2)[C@]2(C)C(=O)N(Cc3ccc(F)cc3)CC(=O)N12
 : -289	-4	-6	1	-11	0.1	0.0	-9
- CN(C)CCCNC(=O)C[C@H]1C[C@H](C(=O)N2CCOCC2)[C@@]2(C)c3[nH]c4cc(-c5ccco5)ccc4c3CCN2C1=O
 : 7	-2	-2	9	17	-6.3	0.0	-4
- O/N=C/c1cn(-c2ccccc2)nc1-c1ccccc1
 : -5	5	7	15	-3	-0.1	0.0	-13
- Cc1cccnc1NC(=O)CCNC(=O)c1ccc(Br)cc1
 : -3	-3	0	-9	1	·	0.3	·
- C[C@H](CO)N1C[C@H](C)[C@H](CN(C)CC2CCCCC2)Oc2ccc(NC(=O)Nc3ccc(F)cc3)cc2C1=O
 : 18	7	-5	·	-2	-0.1	0.2	16
- COc1ccc(N2CC(C(=O)N[C@@H](C)C(=O)NC3CCCC3)CC2=O)cc1 (stereo partly specified)
 : -20	6	0	9	11	·	0.0	-1
- CN(C)c1ccc(NC(=O)CN2CCC(O)(c3ccccc3)CC2)cc1
 : 9	-5	·	2	·	6.0	0.0	0
- Cc1ccc(S(=O)(=O)N(C)Cc2nc(-c3ccc(Br)cc3)no2)cc1
 : -17	-4	3	-26	-4	-0.1	0.3	-1
- CC(C)NC(=O)N(C)C[C@@H]1Oc2c(NS(=O)(=O)c3cn(C)cn3)cccc2C(=O)N([C@H](C)CO)C[C@H]1C
 : -10	49	-2	-3	2	0.8	-0.1	-5
- CC(C)CC#Cc1cnc2c(c1)C(=O)N([C@H](C)CO)C[C@H](C)[C@@H](CN(C)C(=O)Cc1ccccc1)O2
 : 16	2	4	-6	-2	0.0	-0.8	5
- COc1ccc(-c2cn3cccnc3n2)cc1
 : 9	4	·	-11	·	0.7	0.1	-78
- CC(=O)N(C1=C(N2CCOCC2)C(=O)c2ccccc2C1=O)c1ccc(C(=O)O)cc1
 : -5	-2	-25	-3	·	-0.1	0.3	-38
- CCOC(=O)c1nc(Nc2cc(Cl)ccc2OC)c2ccccc2n1
 : -4	1	3	3	3	·	0.1	9
- O=[N+]([O-])c1[nH]cnc1/C=C/c1ccccc1
 : -108	-3	11	-1	-9	-0.3	0.3	-17
- CN(C)CC(=O)Nc1ccc2c(c1)[C@H]1C[C@@H](CC(=O)N3CCN(C)CC3)O[C@H](CO)[C@H]1O2
 : -9	3	-7	-5	-2	-0.1	0.1	0
- O=S(=O)(N[C@@H]1CC[C@@H](CCn2cc(-c3cccnc3)nn2)O[C@@H]1CO)c1ccc(F)cc1
 : -1	-27	-2	·	3	-0.2	-0.7	3
- Cc1nnc(SCc2ccc(CSc3nnc(C)c(=O)[nH]3)cc2)[nH]c1=O
 : -11	1	·	·	·	·	0.0	6
- CC(=O)c1csc(-c2cccc(-c3nc4ccc(Cl)cn4c3NC3CCCCC3)c2)c1
 : -48	-1	2	10	3	0.0	0.0	11
- C[C@@H]1CN([C@H](C)CO)S(=O)(=O)c2ccc(C#Cc3ccccc3)cc2O[C@H]1CN(C)C
 : -2	3	-12	·	6	·	-0.1	13
- O=C(C[C@H]1CC[C@H]2[C@@H](COC[C@H](O)CN2C(=O)Cc2ccccc2)O1)NC1Cc2ccccc2C1
 : ·	·	0	6	11	-0.1	0.2	1
- O=c1c2ccccc2ncn1CCOCCOc1ccc([N+](=O)[O-])cc1
 : 1	-1	1	3	-7	-1.2	0.4	12
- CCNC(=O)C(=O)Nc1cc2c3c(c1)CCN3C(=O)CC2
 : 0	6	-3	12	-6	0.0	0.0	0
- C[C@@H]1CN([C@@H](C)CO)C(=O)c2cccc(NS(=O)(=O)c3cccs3)c2O[C@H]1CN(C)C(=O)Nc1ccc2c(c1)OCO2
 : 3	16	-3	·	5	-15	0.0	-7
- O=C(Cc1cccc2ccccc12)NCC(=O)N1CCN(Cc2cccc(C(F)(F)F)c2)CC1
 : -1	-5	-21	-9	-10	-0.4	0.0	14
- C/C=C1\COC(C(=O)NCc2cccc(OC)c2OC)(C(F)(F)F)C=C1C=C1CCCCC1 (stereo unspecified)
 : -12	-1	-1	-17	-12	-0.3	0.1	19
- Cn1c(CN2CCOCC2)nc2cc(NC(=O)COc3ccc([N+](=O)[O-])cc3)ccc21
 : -9	-16	-8	8	3	-0.3	0.0	5
- CNC[C@@H]1OCCCC[C@@H](C)Oc2ccc(NS(=O)(=O)c3ccc(OC)cc3)cc2C(=O)N([C@H](C)CO)C[C@@H]1C
 : -6	-23	4	·	1	0.5	0.0	0
- CCCOc1cccc(-c2nnc(NC(=O)c3ccco3)s2)c1
 : -33	1	?	5	-14	·	0.0	-24
- Cc1ccc(C(=O)N2CCN(Cc3ccc4c(c3)OCO4)CC2)c(Cl)c1
 : 2	-3	-4	-4	-2	·	0.1	15
- O=C(C=Cc1ccccc1Cl)c1ccccc1
 : 1	1	40	5	-3	-0.5	0.0	-21
- CN(c1ccccc1)S(=O)(=O)c1cccc(NC(=O)CCNC(=O)c2ccc([N+](=O)[O-])cc2)c1
 : -14	-3	·	-3	4	-0.1	0.2	-9

# Ordered by value in RAD52 inh (rising): some entries from above.
SMILES | RAD52 inh
CC(=O)c1csc(-c2cccc(-c3nc4ccc(Cl)cn4c3NC3CCCCC3)c2)c1 | -48
CCCOc1cccc(-c2nnc(NC(=O)c3ccco3)s2)c1 | -33
O=C(C=Cc1ccccc1Cl)c1ccccc1 | 1

# Compound activity deposited in PubChem BioAssay by Broad Institute.
